ERp5 block – blocks human ERp5 reductase activity on insulin; ERp5 insulin aggregation, absorbance 650 nm, 90 min; actives 0.05% (n = 350,000); Q15084; AID 651711; inhibition, % at 9.99 µM;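 active means mean replicate inhibition above about 25%, with every replicate also reaching it, limit read from the data, passing the limit was not always enough; inconclusive means only one of those two criteria met; inactive means neither criterion met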
Target sequence (Q15084 whole entry, looked up): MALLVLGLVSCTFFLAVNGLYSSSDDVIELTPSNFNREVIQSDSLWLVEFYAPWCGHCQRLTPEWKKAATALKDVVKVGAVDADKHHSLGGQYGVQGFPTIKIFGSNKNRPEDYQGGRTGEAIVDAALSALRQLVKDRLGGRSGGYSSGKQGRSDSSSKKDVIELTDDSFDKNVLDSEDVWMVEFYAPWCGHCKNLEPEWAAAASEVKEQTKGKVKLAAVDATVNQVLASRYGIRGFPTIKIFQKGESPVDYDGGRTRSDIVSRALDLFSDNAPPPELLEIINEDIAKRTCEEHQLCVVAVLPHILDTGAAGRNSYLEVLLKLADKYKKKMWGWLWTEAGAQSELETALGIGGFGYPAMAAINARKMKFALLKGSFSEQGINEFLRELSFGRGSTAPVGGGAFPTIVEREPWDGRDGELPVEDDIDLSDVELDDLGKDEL
ARNT TACC3 PPI – disruptors of human ARNT/TACC3 interaction. AlphaScreen His-ARNT PAS-B/GST-TACC3 binding, luminescence; TACC3 fragment carries E629A point mutation. inhibition, % at 9.99 µM. actives 0.66% (n = 390,000). AID 623870;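 active means mean inhibition of replicates at least 50% and at least half of replicates each reaching 50%; inconclusive means half or more replicates reach 50% but mean below 50%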;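 further: 0% = complete ARNT plus TACC3 wells and 100% = ARNT alone without TACC3; many hits fall short of the cut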
An asterisk follows results filed as active; ? = inconclusive. The list is partial. The share of hits here may be higher or lower than overall.

SMILES	ERp5 block	ARNT TACC3 PPI
O=C(COC(=O)c1ccc(F)cc1)Nc1cc(S(=O)(=O)N2CCOCC2)ccc1N1CCCC1	-7	3
CC(C)[C@@H](C(=O)OCC(=O)c1ccc2c(c1)NC(=O)CO2)N1C(=O)c2ccccc2C1=O	11	-1
CCOCCCNC(=O)C(NC(=O)c1ccc(NC(C)=O)cc1)c1ccc(C)cc1 (stereo not drawn)	3	-6
CC(C)c1cc(N=O)cc(C(C)C)c1O	0	-7
CCOC(=O)c1c(NC(=S)Nc2ccc(OC)cc2)sc2c1CCCCC2	3	-8
CCOCC(=O)OCC(=O)Nc1cc(OC)c([N+](=O)[O-])cc1C	5	-1
CCN(Cc1ccccc1)C(=O)COC(=O)c1cc(Cl)nc(Cl)c1	-2	3
COc1cc(NC(=O)CN(C)C2CCCCC2)c(C)cc1[N+](=O)[O-]	2	1
Cc1nn(-c2ccccn2)c2c1C(c1ccccc1Cl)C1=C(N2)c2ccccc2C1=O (stereo not drawn)	1	-1
Cc1onc(-c2ccccc2)c1C(=O)Nc1ccc(NC(=O)c2c(-c3ccccc3)noc2C)cc1	-1	-6

Exported field by field: entries from further up
> CC(C)c1cc(N=O)cc(C(C)C)c1O
  ERp5 block: 0
  ARNT TACC3 PPI: -7

> CCOC(=O)c1c(NC(=S)Nc2ccc(OC)cc2)sc2c1CCCCC2
  ERp5 block: 3
  ARNT TACC3 PPI: -8

> CCOCC(=O)OCC(=O)Nc1cc(OC)c([N+](=O)[O-])cc1C
  ERp5 block: 5
  ARNT TACC3 PPI: -1

Next part:
SMILES	ERp5 block	ARNT TACC3 PPI
N#C/C(=C(/O)COC(=O)CSc1ccc(Cl)cc1)c1nc2ccccc2[nH]1	-2	-7
Cc1cc(=O)oc2cc(OCc3ccc(C(=O)N4CCN(c5ccc([N+](=O)[O-])cc5)CC4)cc3)ccc12	4	-1
O=C(O)CC(Cc1ccccc1)C(=O)Nc1ccc([N+](=O)[O-])cc1 (stereo not drawn)	4	-3
Nc1ccc2oc3ccccc3c2c1	2	-2
COc1ccc(OCC(=O)Nc2ccc(S(=O)(=O)Nc3nc(C)cc(C)n3)cc2)cc1	?	4
Oc1ccc(/C=N/Nc2ccnc3cc(Cl)ccc23)cc1O	-5	14
CCC(=NCCc1c(C)[nH]c2ccc(C)cc12)C1=C(O)CC(c2ccccc2)CC1=O (stereo not drawn)	6	-1
O=C(c1cc(-c2ccc(F)cc2)nc2ccccc12)N1CCC1	7	-8
CC1CCCC(NC(=O)C2CCC(CNc3c(N4CCCCC4)c(=O)c3=O)CC2)C1C (stereo not drawn)	4	-23
O=C(N/N=C/c1cn(-c2cccs2)nc1-c1ccccc1)c1ccccc1Br	-8	-7
COc1ccc(Br)cc1S(=O)(=O)NCCN1CCOCC1	7	-5
CCn1nc(C(=O)NCc2ccco2)c(Cl)c1Cl	-2	-2
O=C(Oc1c(-c2ccccc2)c(=O)n2c3c(cccc13)CC2)c1ccc(Cl)cc1	4	-2
COc1ccccc1C(=O)OCC(=O)c1cccc([N+](=O)[O-])c1	4	-4
Cc1noc(C)c1COc1cccc(C(=O)OCC(=O)NCCN2C(=O)CSC2=O)c1	-2	3
O=C(NCc1cccnc1)C1CCC(c2ccc(Cl)cc2)CC1 (stereo not drawn)	0	1
COc1ccc(Nc2ncnc3scc(-c4ccc(OC)cc4)c23)cc1	1	-7
Cn1cnnc1SCC(=O)NCc1ccccc1	-1	-3
CC(=O)c1ccc(NC(=S)Nc2ccc(Br)c(Cl)c2)cc1	0	-4
O=C(O)CCn1c(SCc2cc(=O)n3ccccc3n2)nc2ccsc2c1=O	1	0
CCOC(=O)CS(=O)(=O)c1ccc(O)cc1	-9	-23
Cc1ccc(NC(=O)Cn2nnc3ccccc3c2=O)cc1	-2	-6
CC(=O)Nc1ccc(N(C(=O)Cn2nnc3ccccc32)C(C(=O)NC2CCCC2)c2ccc(O)c(O)c2)cc1 (stereo not drawn)	-1	-2
Nc1nc(SCC(=O)Nc2cc(Cl)ccc2Cl)n[nH]1	0	-2
S=C(Nc1cccc(Br)c1)N1CCn2cccc2C1c1cccnc1 (stereo not drawn)	-2	9
CCCCN(C(=O)/C=C/c1ccco1)c1c(N)n(Cc2ccccc2)c(=O)[nH]c1=O	2	-2
Cc1c(CCO)c(=O)n2n1CCCC2	2	-5
O=C(COC(=O)c1ccc(F)cc1)NCCc1ccc(F)cc1	8	-5
COCCCNC(=S)N1CCN(c2ccccc2)CC1	-3	-1
CCOC(=O)C1=C(O)C(=O)N(c2ccc(S(N)(=O)=O)cc2)C1c1cccc([N+](=O)[O-])c1 (stereo not drawn)	0	-5

Compounds shown so far with fluorine:
SMILES	ERp5 block	ARNT TACC3 PPI
O=C(COC(=O)c1ccc(F)cc1)Nc1cc(S(=O)(=O)N2CCOCC2)ccc1N1CCCC1	-7	3
O=C(c1cc(-c2ccc(F)cc2)nc2ccccc12)N1CCC1	7	-8
O=C(COC(=O)c1ccc(F)cc1)NCCc1ccc(F)cc1	8	-5

The listing picks up with the 5 entries that preceded the break.
SMILES	ERp5 block	ARNT TACC3 PPI
CCCCN(C(=O)/C=C/c1ccco1)c1c(N)n(Cc2ccccc2)c(=O)[nH]c1=O	2	-2
Cc1c(CCO)c(=O)n2n1CCCC2	2	-5
O=C(COC(=O)c1ccc(F)cc1)NCCc1ccc(F)cc1	8	-5
COCCCNC(=S)N1CCN(c2ccccc2)CC1	-3	-1
CCOC(=O)C1=C(O)C(=O)N(c2ccc(S(N)(=O)=O)cc2)C1c1cccc([N+](=O)[O-])c1 (stereo not drawn)	0	-5
CC(=O)c1sc(NC(=O)c2ccc(C)c(C)c2)nc1C	1	-1
CCOc1cnc(C(=O)NNC(=O)C(Br)C(C)C)o1 (stereo not drawn)	5	0
Fc1ccccc1NC(=S)Nc1cccc2cnccc12	-1	38
CCc1nnc(NS(=O)(=O)c2ccc(NC(=O)COc3ccc4ccccc4c3)cc2)s1	6	-5
C/C(CC(=O)Nc1cc(C)cc(C)c1)=N\NC(=O)c1ccccn1	-1	41
Cc1ccc(-n2c(SCC(=O)N3CC(=O)Nc4ccccc43)nc3ccccc3c2=O)cc1	-1	-1
CCc1cccc(CC)c1NC(=O)CO/N=C(\N)CC(=O)NC1CCCCC1	7	-1
Cc1cccc(NC(=O)Cn2c(O)c(N=NC(=O)c3ccncc3)c3ccccc32)c1	0	1
Cc1cc(C)c2oc(C(=O)N(Cc3ccccc3)c3ccccn3)cc(=O)c2c1	-4	4
O=C(Nc1ccccc1)OCCNC1CCCCC1	4	-5
COc1ccc(C(=O)NNC(=O)C2CCCO2)cc1 (stereo not drawn)	1	4
CCOC(=O)/C(=N\Nc1ccccc1[N+](=O)[O-])c1csc(N)n1	3	9
COc1cccc(C(=O)c2c[nH]c(C(=O)NCc3cccnc3)c2)c1	-3	7
O=C(NNC(=S)Nc1cccc(C(F)(F)F)c1)c1cccc(Cl)c1	0	26
Cc1cc(C)n(C(=O)C(C(=O)c2ccccc2)C(C)C)n1 (stereo not drawn)	0	-2
O=c1c2ccccc2nnn1Cc1ccc2ccccc2c1	1	-4
COC(=O)CCc1nc2ccccc2nc1OC	-1	-4
CCOC(=O)c1ccc(CC(=O)c2ccc(O)c(O)c2O)o1	-2	9
CCN1C=C(C(=O)OC)C(c2cccc(OC)c2OC)C(C(=O)OC)=C1	-4	1
COc1cccc(NC(=O)C2CCC(CNS(=O)(=O)c3cccs3)CC2)c1 (stereo not drawn)	-3	23
NC(=O)COc1ccccc1C(=O)O	-1	-11
CC(CCNC(=O)c1ccccc1)(CCNC(=O)c1ccccc1)[N+](=O)[O-]	4	-1
O=C1c2ccccc2C(=O)N1CSc1nnc(Nc2ccccc2F)s1	7	-11
COc1ccc(N2CCN(C(c3cccs3)C(C)NS(C)(=O)=O)CC2)cc1 (stereo not drawn)	7	-3
CC(=O)c1cc(CN2CCN(CCc3ccccc3)C(CCO)C2)cs1 (stereo not drawn)	0	2
COC(=O)c1cnc(SCc2ccc(Cl)cc2)n1C	-3	-33
OCC1(Cc2ccccc2)CCN(C2CCN(c3ccccc3F)CC2)CC1	3	-23
Cc1ccc(S(=O)(=O)N2CCOCC2)cc1NC(=O)COC(=O)/C=C/c1ccc(F)cc1	0	-6
O=c1[nH]c2cc([N+](=O)[O-])ccc2c2ccccc12	3	1
CN1CCN(CC2(O)CCN(S(=O)(=O)c3ccc(Cl)cc3)CC2)CC1	13	0

Individual results from the results shown:
ERp5 block with COC(=O)c1cnc(SCc2ccc(Cl)cc2)n1C → -3
ERp5 block with O=c1[nH]c2cc([N+](=O)[O-])ccc2c2ccccc12 → 3
ERp5 block with CC(CCNC(=O)c1ccccc1)(CCNC(=O)c1ccccc1)[N+](=O)[O-] → 4
ERp5 block with CN1CCN(CC2(O)CCN(S(=O)(=O)c3ccc(Cl)cc3)CC2)CC1 → 13

(next part)
SMILES	ERp5 block	ARNT TACC3 PPI
COC(=O)C1=C(C)N(c2ccc(OC)c(OC)c2)C(=O)/C1=C\c1ccco1	-21	8
N#Cc1ccc(COn2nnc3ccccc32)cc1	-2	0
O=C(NCc1cccs1)c1cc(-c2ccccn2)nc2ccc(Br)cc12	-1	4
O=C(COC(=O)/C=C/c1ccc2c(c1)OCO2)Nc1ccccc1	0	-6
COc1cc(C(=O)OCC(=O)NC2CCS(=O)(=O)C2)c([N+](=O)[O-])cc1OC (stereo not drawn)	0	-1
CCN(Cc1ccccc1)C(=O)CN1C(=S)NC(C)(C)CC1C (stereo not drawn)	0	-5
O=C(O)c1ccc(N=C2SCC(=O)N2Cc2ccccc2)cc1	0	-3
CCCCC(=O)Nc1nc2ccc(C(=O)OC)cc2s1	8	0
O=C(NNC(=O)c1ccc(Cl)nc1)c1ccc(Br)cc1	-1	0
COc1cccc(CN(C)C(=S)Nc2cccc(C)c2)c1	3	0
Cc1ccc(CN(Cc2ccco2)C(=S)NCC(=O)NCc2cccnc2)cc1	-2	0
CCc1ccc(OCc2n[nH]c(=S)n2C(C)CCCC(C)C)cc1 (stereo not drawn)	0	-9
COCc1cc(CN2CCCC(CNC(=O)c3ccc(F)cc3)C2)ccc1OC (stereo not drawn)	2	0
O=C(Nc1ccc(F)cc1)c1ccc(CSc2ccccc2)o1	0	-5
CCCn1c2ccccc2c2nnc(SCC(=O)Nc3c(C)n(C)n(-c4ccccc4)c3=O)nc21	9	5
COCCNC(=O)CSc1nc2cc3c(cc2c(=O)n1CCCC(=O)NCc1ccc(OC)cc1)OCO3	-3	1
CC(C)NCc1cccc([N+](=O)[O-])c1	8	-4
Cc1nn(C)c(C)c1/C=C(/C(=O)C(C)C)n1cncn1	2	-2
O=C(O)C1=C(C2CCCCC2)C(=O)c2ccccc21	-1	-4
CCC(=O)Nc1c(S(=O)(=O)c2ccc(C)cc2)c2nc3ccccc3nc2n1C(C)c1ccccc1 (stereo not drawn)	0	0
Cc1nn(Cc2ccccc2Cl)c2sc(C(=O)Nc3ccccc3N3CCOCC3)cc12	-1	-1
O=C(NC(=S)NCc1ccco1)c1ccc([N+](=O)[O-])cc1	0	7
COC(=O)C1=C(C)NC2=C(C(=O)CC(C)(C)C2)C1c1cnn(C)c1C (stereo not drawn)	1	-1
Cc1n[nH]c(=S)n1-c1cccc(Cl)c1	3	-5
O=C(c1cccc(S(=O)(=O)N2CCOCC2)c1)N1CCN(Cc2ccc3c(c2)OCO3)CC1	4	-5
Cc1ccc(C)c(NC(=O)CN(C)C(=O)/C=C/c2ccco2)c1	-8	-1
CC(=O)Nc1ccc(SCC(=O)NCC2(N3CCCCC3)CCCCC2)cc1	-1	-1
C=CCN(c1ccccc1)S(=O)(=O)c1ccc(Cl)c(C(=O)OCC(=O)N(C)C2CCS(=O)(=O)C2)c1 (stereo not drawn)	-2	-4
O=S(=O)(N/N=C1/CC(c2ccccc2)Oc2ccccc21)c1ccccc1 (stereo not drawn)	6	-2
CCS(=O)(=O)c1ccc2c(c1)NC(=O)C(CCO)O2 (stereo not drawn)	-4	-8
COCC(C)NC(=O)c1cccc([N+](=O)[O-])c1 (stereo not drawn)	1	-5
Cc1ccc(NC(=S)N(Cc2ccccc2)Cc2cccs2)c(C)c1	4	3
CC(C)[C@H](NC(=O)c1ccccc1F)C(=O)OCCN1C(=O)c2ccccc2C1=O	-12	4
CN(N=Nc1nc[nH]c1C(=O)NN)C1CCCCC1	-5	1
Cc1cc(C)n2nc(SCC(=O)c3c(N)n(CC(C)C)c(=O)n(C)c3=O)nc2n1	4	2
C=CCN(CC=C)C(=S)Nc1cc(Cl)ccc1OC	4	15
COc1ccc(-n2nc(C(=O)Nc3nc4ccc(OC)cc4s3)c3ccccc3c2=O)cc1	-9	1
CCOC(=O)C1=C(C)Nc2ccccc2N=C1N	-1	-2
CCn1ccnc1[C@@H]1C[C@H]2CN(Cc3ccccc3OC)C(=O)[C@]23CCCN13	2	2
O=C(CN1C(=O)C2C3CCC(C3)C2C1=O)Oc1ccc2ccccc2c1 (stereo not drawn)	-7	-18
Cc1ccc(NC(=O)COC(=O)C2CCC2)cc1S(=O)(=O)N1CCOCC1	-3	-4
CN1C=CC=C/C1=C1\SC(=S)N(N)C1=O	2	-3
O=C(CSc1nc(-c2ccccc2)cs1)Nc1ccccc1[N+](=O)[O-]	-2	-27
Fc1ccc(Nc2ccc(-c3ccc(F)cc3)nn2)cc1	4	5

From PubChem
